# LMPTP inh: LMPTP (human) inhibition | 360,000 tested, 0.22% active | recombinant LMPTP-A, OMFP fluorogenic substrate, fluorescence intensity | inhibition, % at 20 µM;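 active = compounds that cut the enzyme signal by at least half of the control window in the single-dose screen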;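 note: plate controls were DMSO wells with enzyme plus substrate for no effect and substrate without enzyme for full effect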
# Target sequence (P24666 whole entry, looked up): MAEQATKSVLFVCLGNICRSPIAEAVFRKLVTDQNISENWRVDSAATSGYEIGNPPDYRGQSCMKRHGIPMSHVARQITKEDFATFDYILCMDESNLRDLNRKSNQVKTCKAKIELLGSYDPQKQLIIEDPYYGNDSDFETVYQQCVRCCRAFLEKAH
#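 Test system – LMPTP-A enzyme · Amount – LMPTP-A at 0.625 nM final in the reaction · Buffer or medium – Bis-Tris pH 6.0, DTT, detergent · Reagent – OMFP 400 µM · Doses – single 20 µM dose · Schedule – reaction 50 min, room temperature, dark · Detection – fluorescence intensity of OMFP turnover product · Evaluation – percent inhibition versus substrate-only and uninhibited controls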
# SUMO1 PPI mod: modulators of human SUMO1-mediated protein-protein interactions. SUMO1 binding to a labelled peptide, TR-FRET, 1 h. 360,000 tested, 0.33% active. inhibition, % at 20 µM. AID 602429; in the data active = inhibition above about 37%
# Target sequence (P63165 whole entry, looked up): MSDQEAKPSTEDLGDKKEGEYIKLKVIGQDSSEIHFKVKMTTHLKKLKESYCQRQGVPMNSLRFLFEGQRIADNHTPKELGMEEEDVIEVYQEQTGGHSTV
# CSN inh: blocks human CSN-mediated cullin deneddylation. inhibition, % at 12.5 µM. 360,000 tested, 0.38% active. Purified CSN, SCF-Nedd8-OG deneddylation, fluorescence polarization. Q92905;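 active = pattern-corrected inhibition above about 35%, with an unprinted fluorescence ratio check between 0.5 and 1.5, limit read from the data, passing the limit was not always enough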;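 note: 0% = enzyme with substrate and 100% = substrate without enzyme; some results filed as inactive read as strong as hits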
# Target sequence (Q92905 whole entry, looked up, one chain of several): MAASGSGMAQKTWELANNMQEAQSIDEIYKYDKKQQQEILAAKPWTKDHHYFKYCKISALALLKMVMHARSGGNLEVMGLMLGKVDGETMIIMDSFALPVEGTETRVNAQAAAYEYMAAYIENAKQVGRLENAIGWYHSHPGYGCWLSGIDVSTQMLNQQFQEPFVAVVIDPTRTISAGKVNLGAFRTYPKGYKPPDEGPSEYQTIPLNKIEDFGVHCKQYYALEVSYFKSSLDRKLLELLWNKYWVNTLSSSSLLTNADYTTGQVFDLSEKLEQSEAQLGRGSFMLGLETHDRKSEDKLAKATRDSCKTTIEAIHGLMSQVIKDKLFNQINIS
#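 Test system: Human Csn5 produced in HEK293T cells | Compound: 12.5 µM single point | Times: 90 min, room temperature | Signal: Fluorescence polarization readout | Read-out basis: % inhibition of substrate cleavage by Csn5 | Controls: no-enzyme wells high, enzyme-with-substrate wells low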
# STEP inh: blocks human striatal-enriched tyrosine phosphatase; recombinant STEP, OMFP fluorogenic substrate, fluorescence; inhibition, % at 20 µM; 360,000 tested, 0.25% active; P54829;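 active = inhibition at 20 µM, scaled per plate between control wells, above about 37%, limit read from the data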;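 note: 0% = DMSO with enzyme and substrate and 100% = substrate only without enzyme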
#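 material = STEP tyrosine phosphatase | reagent = fluorogenic phosphatase substrate OMFP at 25 µM final | doses = single compound dose of 20 µM, 1% DMSO final | schedule = 20 min reaction, room temperature, in the dark | measured by = fluorescence, 480/540 nm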
# DNMT1 block: inhibitors of human DNMT1; AID 588458; 360,000 tested, 0.83% active; DNMT1 molecular beacon, Hinp1I cleavage, fluorescence; inhibition (reported as % activation of signal), % at 10 µM; in the data active = inhibition above about 50%
# Tb MetRS inh: Trypanosoma brucei MetRS inhibition. inhibition, % at 11.9 µM. 360,000 tested, 0.4% active. AID 624268. purified T. brucei MetRS, ATP depletion, Kinase-Glo luminescence;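 active = inhibition above a per-plate cutoff of the control wells' mean inhibition plus 3 SD, cut at about 5.5% in these data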;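 note: 0% = DMSO wells median and 100% = median of wells with control inhibitor compound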
#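 Test system: purified T. brucei MetRS enzyme. Also added: ATP, methionine and E. coli bulk tRNA substrates. Compound: 11.9 µM single point. Schedule: 15 min enzyme-compound preincubation, 2 h reaction, 10 min detection, 25 °C. Signal: luciferase luminescence of residual ATP, Kinase-Glo. Evaluation: percent inhibition versus plate control medians. Controls: DMSO wells, low control.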
# Rpn11 inh: inhibitors of human proteasome Rpn11; O00487; human 26S proteasome, Ub4-pepOG fluorescence polarization; 20S core pre-blocked with epoxomicin; calls only at 20 µM; 360,000 tested, 0.59% active;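 active = inhibition at 20 µM, scaled to each plate's controls, above about 33%, limit read from the data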
# NadD inh: blocks S. aureus nicotinate mononucleotide adenylyltransferase | purified NadD enzyme, colorimetric absorbance read-out | inhibition, % at 20 µM | 360,000 tested, 0.78% active; in the data active = inhibition above about 26%; note: some compounds past the cut are filed as inactive
# MsrA inhibitor: bovine MsrA inhibition. purified bovine MsrA, absorbance read-out. inhibition, % at 15.5 µM. 360,000 tested, 0.75% active; in the data active = inhibition above about 4.5%;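 note: 0% = vehicle wells with enzyme and 100% = reference inhibitor wells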
# Scp1 inh: blocks human Scp-1 phosphatase activity; inhibition, % at 20 µM; Recombinant Scp1, phosphopeptide, malachite green phosphate absorbance; AID 493091; Q9GZU7; 340,000 tested, 0.88% active;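 active = inhibition above about 50% at 20 µM, limit read from the data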;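 note: plate controls were DMSO wells with enzyme for no effect and wells lacking enzyme for full effect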
# Target sequence (Q9GZU7 76-261 limits assumed): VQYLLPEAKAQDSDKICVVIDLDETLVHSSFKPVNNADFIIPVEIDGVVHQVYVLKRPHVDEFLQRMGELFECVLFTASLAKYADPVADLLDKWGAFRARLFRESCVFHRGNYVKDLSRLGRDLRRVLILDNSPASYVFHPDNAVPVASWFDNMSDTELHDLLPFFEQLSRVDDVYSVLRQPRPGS
#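 Test system: SCP-1 phosphatase catalytic domain, residues 76-261 | Compound dosing: One concentration, 20 µM, with 1.0% DMSO | Schedule: 45 min room-temperature reaction, 5 min colour, 30 min stabiliser | Detection: Absorbance at 630 nm | Read-out basis: % inhibition of SCP-1 phosphate liberation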
# * hit, by the source's call; i = inactive; nt = no result given; + = active, no number.
smiles	LMPTP inh	SUMO1 PPI mod	CSN inh	STEP inh	DNMT1 block	Tb MetRS inh	Rpn11 inh	NadD inh	MsrA inhibitor	Scp1 inh
COc1ccc(NC(=O)Nc2cc(C)cc(C)c2)cn1	-0.3	5.4	-15.6	-5.5	2.0	0.2	i	-2.8	-0.4	-6.6
CC(C)CNC(=S)N1CCC(C(=O)c2ccc(F)cc2)CC1	-1.9	2.0	-0.3	0.2	0.7	0.2	i	-6.0	0.7	-2.2
O=C(c1ccc(Cl)c(Cl)c1)N1CCC(=O)N([C@H](COCc2cccc(C(F)(F)F)c2)Cc2ccccc2)CC1	9.1	1.5	-0.6	nt	nt	-0.4	nt	6.1	1.2	nt
O=C(Cn1nnc(-c2ccc(CN3CCOCC3)cc2)n1)NC1CCCCC1	-2.0	2.3	-3.5	0.3	3.4	-0.9	i	-4.1	0.7	-4.7
CCOc1cc(N2CCOCC2)c(OCC)cc1NC(=O)Cn1cnnn1	-0.6	-4.6	2.6	-3.3	-10.7	0.3	i	9.2	1.2	-6.8
COc1ccc(CN2CCC(C(=O)Nc3ccc(Oc4cccnc4)cc3)CC2)c(C)c1C	1.6	-4.8	-8.1	-1.8	4.9	-0.7	i	-2.8	-0.2	7.0
O=C(O)[C@H](Cc1ccccc1)NC(=O)N1CCC(Cc2ccccc2)CC1	-0.2	1.2	6.3	5.2	-0.3	-0.3	i	1.7	0.4	-8.5
COc1ccc(CC(N)c2csc(NC(=O)c3ccccc3OC)n2)cc1 (configuration not stated)	0.5	-0.7	-2.8	0.4	-10.9	-0.4	i	11.9	-0.3	nt
CC1CCCN(C(=S)NCc2ccccc2)C1 (configuration not stated)	-0.7	0.6	-15.5	-0.7	1.6	-0.5	i	2.1	-1.0	0.7
COc1ccc(CCNC(=O)CN(C2CCCCC2)S(C)(=O)=O)cc1	-1.1	4.8	-2.9	0.8	2.9	-0.8	+	-0.3	-0.4	-11.2
CCCOc1ccc(C(=O)N2CCCC2)cc1OC	-0.7	0.0	-9.4	-0.2	-0.6	0.8	i	5.5	0.6	-7.3
O=C(Nc1ccc(F)cc1)c1ccc(S(=O)(=O)NCC2CCCO2)cc1 (configuration not stated)	-0.4	0.5	-0.2	-0.4	0.7	-0.5	i	4.7	-0.1	-8.9
CC(C)(C)OC(=O)N1CCN(C(=O)c2[nH]cnc2C(=O)Nc2ccon2)CC1	-0.6	2.4	-1.8	-3.0	5.5	0.3	i	-3.4	-0.8	-8.2
O=C(NC1CCC1)C1CCC(=O)N(Cc2ccc(Cl)cc2)C1 (configuration not stated)	0.7	-4.7	4.3	-1.1	-0.3	-0.2	i	6.5	0.7	nt
Oc1ccccc1Nc1nc(-c2ccccc2O)nc2ccccc12	0.3	2.4	-0.9	0.5	6.5	-1.0	i	5.6	0.7	6.0
O=c1c2ccccc2[nH]c(=S)n1CCc1ccccc1	-0.6	-7.5	-7.2	-3.8	6.6	-0.6	i	-6.1	0.8	-13.3
COc1cccc(N2CCN(C(=O)c3ccc4nc[nH]c4c3)CC2)c1	3.6	10.5	0.7	-1.7	3.0	-0.1	i	3.9	-0.5	19.9
O=C(N/N=C/c1c(O)ccc2ccccc12)c1[nH]ncc1Br	6.5	-9.6	29.1	-7.6	-16.3	0.9	+	5.2	0.1	33.0
CCN(CC1CCCO1)C(=O)C1CCN(C2CCN(Cc3ccccc3C)CC2)CC1 (configuration not stated)	1.2	-2.0	1.5	-1.2	0.6	-0.9	i	-8.3	0.2	-1.8
O=C(NCc1cccnc1)C(=O)N/N=C/c1ccccc1[N+](=O)[O-]	-0.7	-16.1	-3.3	0.7	1.1	0.3	i	13.0	1.1	-3.3
CCOc1oc(-c2ccc(OC)cc2)nc1C(F)(F)F	1.2	-2.9	0.9	3.7	-1.6	-0.3	i	-7.0	-1.5	-9.2
O=C(NNc1nc2ccccc2nc1C(F)(F)F)c1ccccc1	-0.7	-12.1	-1.9	-2.7	1.4	-1.3	i	-0.5	-0.5	-9.6
O=C(Nc1ccc2nc(-c3ccccc3)[nH]c2c1)c1ccco1	0.9	14.4	0.3	4.6	-6.7	-0.1	i	0.2	1.5	-1.9
CN(C)c1ccnc(-n2cccc2/C=N/OCc2ccccc2)c1C#N	0.5	-0.5	-9.1	2.7	4.0	-1.4	i	0.3	1.3	-9.8
COc1cc(C(=O)NC(=S)N2CCCCCC2)cc(OC)c1OC	-0.8	2.7	1.9	-1.6	2.4	0.8	i	-1.9	-0.1	-7.1
O=C1NC(=O)C2C1C(c1cccs1)NN2Cc1ccccc1 (configuration not stated)	1.5	-7.9	-4.9	-1.7	1.5	-0.6	i	-3.5	2.2	0.4
C=CCNC(=O)C1CCN(c2cnccn2)CC1	-0.1	-5.1	4.3	-0.8	1.5	-0.1	i	0.8	0.4	-7.7
CCCCSc1nc2c(cnn2-c2ccc(F)cc2)c(=O)[nH]1	-3.2	5.0	1.4	-2.5	18.1	-0.1	i	6.2	0.3	-9.8
Cc1cc(Nc2ccccc2)n(-c2nc3ccccc3[nH]2)n1	0.5	-2.9	-0.9	-4.0	-7.0	-0.8	i	-4.0	-0.9	8.6
Cc1cn(C2CCCO2)c(=O)nc1N (configuration not stated)	-1.2	-7.8	-3.6	-0.1	3.4	0.0	i	-2.8	0.0	-7.6
COc1ccc(CNc2nc3ccccc3n2Cc2ccccc2)cc1OC	4.5	-0.8	1.3	1.8	-1.9	-0.5	i	-7.4	0.1	6.0
C/C=C\C=C/C(=O)Nc1cccc(C2=NOC3(C2)C[C@@H](C(N)=O)N(C(=O)/C=C/CC)C3)c1 (some centres not stated)	3.0	14.1	3.1	0.0	-23.9	0.1	i	10.8	nt	28.8
Cc1ccc(C(=O)OC2CCOC2=O)cc1NC(=O)c1ccco1 (configuration not stated)	-1.3	-1.8	-4.8	1.8	2.6	-1.9	i	-5.1	-0.2	13.3
Cc1ccc(C(C)C)c(OCCCCN2CCNCC2)c1	-2.2	-1.6	1.8	0.6	-1.5	-0.3	i	-11.9	2.4	-6.5
COc1cc2sc(-c3ccc(S(C)(=O)=O)cc3)c(-c3ccc4c(c3)OCO4)c2cc1OC	-6.4	22.6	0.4	1.7	-3.9	-0.3	i	2.1	3.4	-22.1
C=CCn1c(SCC(=O)Nc2ncc(Cc3ccc(C)c(Cl)c3)s2)nnc1-c1ccncc1	0.8	-4.2	-2.2	3.7	4.3	-1.4	i	1.3	0.9	-3.7
C[C@H]1CN([C@@H](C)CO)C(=O)c2cc(Br)cnc2O[C@@H]1CN(C)C(=O)NC1CCCCC1	-0.9	3.7	0.9	-3.0	1.1	2.4	i	-6.3	-1.1	nt
CCN(CC)CCNC(=O)C1CCC(=O)N1CCc1ccccc1 (configuration not stated)	-6.3	-3.6	-4.8	-2.8	-0.2	-0.2	i	-7.1	0.1	-1.9
CCc1cccc(NC(=O)c2ccc(Cn3c(=O)[nH]c4ccsc4c3=O)cc2)c1	7.0	1.5	9.0	2.2	42.9	-1.6	i	3.0	0.2	49.2
CCOC(=O)/C=C1\SCC(=O)N1CC(=O)Nc1ccc2c(c1)CCC2	-1.4	1.4	6.0	3.7	-2.0	-0.4	i	3.9	0.0	1.5
O=c1[nH]c(/C=C/c2ccccc2F)nc2ccccc12	0.8	21.6	12.6	8.2	29.3	-0.2	i	-0.3	2.1	-7.5
CCOc1ccc(N(C(C)C(=O)N2CCCC2)S(C)(=O)=O)cc1 (configuration not stated)	-0.6	-2.4	7.2	0.7	-1.8	-1.0	i	0.7	-0.4	-2.2
N=C1C(c2nc3ccccc3s2)=C(O)CN1NC(=O)c1ccco1	-1.4	-4.3	3.3	2.0	1.4	-1.5	i	-2.7	2.6	5.8
CC(C)C[C@H]1CNC(=S)N1C[C@H]1CCCN1C[C@H](Cc1ccccc1)N1C[C@H](CC(C)C)N(CCc2ccccc2)C1=S	5.5	-3.6	6.6	12.8	1.3	-0.3	i	11.0	0.7	nt
CS(=O)(=O)NCc1nnc(SCc2ccc(C(F)(F)F)cc2)o1	-1.0	-1.7	0.6	2.6	1.6	0.5	i	-1.1	-0.8	9.0
OCc1ccccc1-c1ccc2nncn2c1	-0.2	1.0	1.5	-0.3	-2.2	0.1	i	0.7	-1.4	nt
COc1cccc([C@@H]2CC=C(C(=O)O)[C@H](c3ccc(F)cc3)N2S(=O)(=O)c2ccc(C)cc2)c1	0.5	11.9	4.0	-3.0	-0.4	-0.1	i	-0.7	-0.8	-8.1
CCN1C(=O)C2(C(C#N)=C(N)Oc3c2c(C)nn3-c2ccccc2)c2ccccc21 (configuration not stated)	2.5	1.4	-0.6	0.0	-8.6	-1.4	i	-5.6	nt	-3.4

# Reprinted from the part before: two entries, followed by the next part.
smiles	LMPTP inh	SUMO1 PPI mod	CSN inh	STEP inh	DNMT1 block	Tb MetRS inh	Rpn11 inh	NadD inh	MsrA inhibitor	Scp1 inh
COc1cccc([C@@H]2CC=C(C(=O)O)[C@H](c3ccc(F)cc3)N2S(=O)(=O)c2ccc(C)cc2)c1	0.5	11.9	4.0	-3.0	-0.4	-0.1	i	-0.7	-0.8	-8.1
CCN1C(=O)C2(C(C#N)=C(N)Oc3c2c(C)nn3-c2ccccc2)c2ccccc21 (configuration not stated)	2.5	1.4	-0.6	0.0	-8.6	-1.4	i	-5.6	nt	-3.4
Cc1oc(-c2cccc(Cl)c2)nc1CN1CCC(C(=O)NC2CC2)CC1	-1.5	1.6	-4.0	0.7	1.1	-0.3	i	5.3	-1.6	-4.0
COc1ccc2oc(C(=O)OCC(=O)N(C)C3CCCCC3)c(C)c2c1	1.4	-3.1	-3.6	-1.1	-1.8	-0.1	i	-5.7	2.8	-8.2
C[C@@H]1CN([C@H](C)CO)C(=O)CCCn2nncc2CO[C@@H]1CN(C)S(=O)(=O)c1ccccc1	-1.8	8.7	-2.2	-0.4	0.3	-0.4	i	-2.4	-0.1	nt
Cc1ccc(C)c(S(=O)(=O)N2CCN(CC(=O)Nc3sccc3C#N)CC2)c1	0.7	6.8	-2.8	1.3	-7.7	1.7	i	9.1	1.1	11.9
CC1CCN(C(=O)c2ccccc2NC(=O)c2cccc(S(=O)(=O)N3CCOCC3)c2)CC1	-2.1	3.3	-3.6	-1.6	0.9	-0.4	i	0.8	0.5	-12.7
